FLuc counter: inhibits or activates purified firefly luciferase, miR-21 counter-screen; purified FLuc, Km substrates, luminescence inhibition; Potency, µM (doses to about 57.5 µM), for inactives: at the top dose activity change, negative = inhibition, usual class: inhibitors; AID 588342; 360,000 tested, 6.9% active; active = well fitted inhibition curve with a large enough effect; inconclusive = small, poorly fitted or top-dose-only effect;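 note: plate controls were vehicle for no effect and reference inhibitor for full effect; nearly all actives have a fitted effect of over 55% in size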
Target sequence (P08659 whole entry, looked up): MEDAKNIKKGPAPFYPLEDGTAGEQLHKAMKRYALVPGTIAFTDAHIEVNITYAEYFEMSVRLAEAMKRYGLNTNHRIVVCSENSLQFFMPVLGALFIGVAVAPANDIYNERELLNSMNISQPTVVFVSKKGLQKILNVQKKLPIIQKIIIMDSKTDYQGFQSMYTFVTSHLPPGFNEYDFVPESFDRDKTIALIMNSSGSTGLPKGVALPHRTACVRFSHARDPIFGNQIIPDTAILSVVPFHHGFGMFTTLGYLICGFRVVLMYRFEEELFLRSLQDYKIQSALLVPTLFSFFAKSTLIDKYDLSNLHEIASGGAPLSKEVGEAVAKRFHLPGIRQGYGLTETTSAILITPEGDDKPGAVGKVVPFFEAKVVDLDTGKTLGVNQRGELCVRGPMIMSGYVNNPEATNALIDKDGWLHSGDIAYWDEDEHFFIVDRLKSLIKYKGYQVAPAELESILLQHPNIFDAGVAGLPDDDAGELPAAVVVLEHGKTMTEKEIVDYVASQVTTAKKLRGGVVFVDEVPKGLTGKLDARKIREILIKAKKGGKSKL
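Purified P. pyralis luciferase, 10 nM final, with Km-level 10 uM D-luciferin and 10 uM ATP in 50 mM Tris acetate pH 7.5, 10 mM Mg acetate, 0.01% Tween-20, 0.05% BSA; 6-point qHTS titration about 60 µM downward; luminescence read.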
An asterisk follows results filed as active; u = inconclusive. Potency is the fitted concentration of half-maximal effect. These rows are one share of the data; count on the stated rates, not on these rows.

SMILES | FLuc counter
CN(C)c1ccc(C2CC(c3c(O)n(C4CCCCC4)c(=O)[nH]c3=O)=Nc3ccccc3S2)cc1 (stereo not drawn) | -13%
Cc1ccc(-c2nc(CCNC(=O)C(=O)Nc3ccc(C)c(Cl)c3)cs2)cc1 | 2%
Cc1ccc(Cl)cc1NC(=O)CCc1c(C)nc2c3cccnc3nn2c1C | 0%
COc1ccc(C2=NC(c3ccccc3)=Nc3ccc(C)cc3N2)cc1 | u
Cc1cc(NCc2ccc(Cl)cc2)n2cnnc2n1 | 0%
CCc1ccc(Nc2nnc(-n3nc(C)cc3C)c3ccccc23)cc1 | u
Cc1ccc(C)c(NC(=O)Cn2c(=O)n(Cc3ccco3)c(=O)c3oc4ccccc4c32)c1 | -6%
CC(C)c1ccc(CN(Cc2ccco2)c2cnc(S(C)(=O)=O)nc2C(=O)Nc2ccc(F)cc2)cc1 | 1%
COc1ccc(C)cc1NS(=O)(=O)c1c(C)nc2sc(C)cn2c1=O | -4%
CNc1c(NC(=O)c2cc(OC)cc(OC)c2)c(=O)oc2ccccc12 | -1%
COC(=O)c1c(NC(=O)c2ccc(Cl)c(Cl)c2)sc2c1CCCC2 | 2%
CNS(=O)(=O)c1cn(CC(=O)Nc2ccc(OC)c(Cl)c2)cc1S(=O)(=O)NC | -7%
COc1ccc(CNC(=O)C(Cc2ccccc2)NS(=O)(=O)c2ccc3c(c2)CCN3C(C)=O)cc1 (stereo not drawn) | -13%
CCOc1ccc(CCNC(=O)CCc2c(C)nc3cc(-c4ccccc4OC)nn3c2C)cc1 | u
CCOC(=O)c1cccc(NC(=O)Nc2c(C)n(C)n(-c3ccccc3)c2=O)c1 | 2%
COc1ccc(-c2cn3c(n2)sc2cc(C(=O)NCCCN4CCN(C)CC4)ccc23)cc1 | -8%
Cc1nnc(NC(=O)CSc2nc3c([nH]c4ccccc43)c(=O)n2-c2cccc(Cl)c2)s1 | -2%
CCOc1ccc(N(CC)S(=O)(=O)N2CCCC(C(=O)Nc3ccc(OC)c(OC)c3)C2)cc1 (stereo not drawn) | -13%
CCc1cccc(NC(=O)Cn2cc(C(=O)c3ccncc3)c(=O)c3cc(C)c(C)cc32)c1 | -6%
CC1(C)N=C(SCc2ccc(Cl)cc2)c2ccccc2N1 | -2%
CC(C)c1ccc2oc(-c3ccc(NC(=O)c4cccc(Br)c4)cc3)nc2c1 | -12%
CC(C)c1ccc(NC(=O)C2CCCN(S(=O)(=O)c3ccc4[nH]c(=O)ccc4c3)C2)cc1 (stereo not drawn) | 6%
CCOC(=O)C1CCCN(C(=O)c2ccc(C)c(NC(=O)c3nsc4ccccc34)c2)C1 (stereo not drawn) | -15%
COc1ccccc1NC(=O)N1CCN(c2nnc(C)c3c(C)n(-c4ccc(Cl)cc4)nc23)CC1 | 0%
CCc1ccc(S(=O)(=O)Nc2cc(-c3cn4ccccc4n3)ccc2C)cc1 | u
CC(=O)c1ccc(N2CCN(C(=O)CCS(=O)(=O)c3ccc4c(c3)oc(=O)n4C)CC2)cc1 | -3%
O=C(Nc1ccc2oc(-c3cccnc3)nc2c1)c1ccc(-c2ccc(Cl)cc2)o1 | -2%
O=c1c2oc3ccccc3c2n(Cc2ccccc2F)c(=O)n1Cc1ccco1 | 0%
CCc1ccc(S(=O)(=O)c2nnn3c2nc(N2CCN(CC)CC2)c2sccc23)cc1 | 2%
COc1cccc(CNC(=O)c2ccc3nc(-c4ccc(F)cc4)c(-c4ccc(F)cc4)nc3c2)c1 | -17%
CCOC(=O)C1CCN(C(=O)Cn2c(=O)cc(C)c3c(C)nn(C)c32)CC1 | -2%
CCN(Cc1nc(-c2ccc(OC)c(OC)c2)no1)S(=O)(=O)c1ccc(OC)cc1 | -2%
CN(C1CCCCC1)S(=O)(=O)c1ccc2c(c1)c(=O)c(C(=O)NCCc1ccc(Cl)cc1)cn2C | 2%
Fc1ccc(Br)cc1C1C=C(c2ccc(Br)cc2)Nc2nnnn21 (stereo not drawn) | -4%
CCc1ccc(C2c3c(-c4cc(C)ccc4O)n[nH]c3C(=O)N2CCO)cc1 (stereo not drawn) | -3%
Cc1ccc2c(CC(=O)N(Cc3ccc(N(C)C)cc3)Cc3ccco3)coc2c1C | -1%
COc1ccccc1CNC(=O)Cn1ncc2c(=O)oc3ccc(C)cc3c21 | 0%
CCOc1ccccc1NC(=O)CSc1c2c(nc3ccc(Cl)cc13)CCCC2 | -3%
Cc1nn(Cc2ccc(Cl)c(Cl)c2)c(C)c1NC(=O)c1noc2c1CCc1ccccc1-2 | -11%
CCCCCOc1ccc(C(=O)N(Cc2ccccc2)C2CCS(=O)(=O)C2)cc1 (stereo not drawn) | -1%
COc1ccc(C(=O)Nc2nc3nc(C)c(Cc4ccccc4)c(=O)n3[nH]2)cc1OC | u
Cc1cc(Br)ccc1NC(=O)C1(S(=O)(=O)c2ccc(Cl)cc2)CC1 | 0%
COC(=O)c1ccc(C2Nc3c(C)cc(C)cc3C3C=CCC32)cc1 (stereo not drawn) | -18%
COc1ccc(CNC(=O)C2CCN(C(=O)c3ccc(-n4ccc5ccccc54)s3)CC2)cc1 | -19%
Cc1ccc(NC(=O)c2sc(-n3nc(C)c(Cc4ccc5c(c4)OCO5)c3C)nc2C)cc1C | -6%
CC(C)NC(=O)c1ccc(Cn2c(=O)c3cccn3c3cccnc32)cc1 | 3%
CCOc1ccc(CNC(=O)CSc2c3c(nc4ccc(Cl)cc24)CCCC3)cc1 | -1%
Cc1nn2c(=O)cc(COC(=O)c3cccc(NC(=O)CCc4ccccc4)c3)nc2s1 | u

4 of these compounds, reformatted.
Cc1nn(Cc2ccc(Cl)c(Cl)c2)c(C)c1NC(=O)c1noc2c1CCc1ccccc1-2
  FLuc counter: -11%
CCCCCOc1ccc(C(=O)N(Cc2ccccc2)C2CCS(=O)(=O)C2)cc1 (stereo not drawn)
  FLuc counter: -1%
COc1ccc(C(=O)Nc2nc3nc(C)c(Cc4ccccc4)c(=O)n3[nH]2)cc1OC
  FLuc counter: u
Cc1cc(Br)ccc1NC(=O)C1(S(=O)(=O)c2ccc(Cl)cc2)CC1
  FLuc counter: 0%

New compounds follow:
SMILES | FLuc counter
O=C(Nc1ccc(-c2nc3cc(NC(=O)c4ccccc4Cl)ccc3o2)cc1)c1ccccc1Cl | -2%
CC(C)c1ccc(NC(=O)c2cn(C3CCCC3)c(=O)c3c2c2ccccc2n3C)cc1 | -5%
COc1ccc(OC)c(CCNc2ncnc3onc(-c4ccc(F)cc4)c23)c1 | -11%
CCOc1ccc(NC(=O)c2cc(S(=O)(=O)N3CCc4ccccc43)ccc2F)cc1 | -5%
Cc1ccc2ncc(C(=O)Nc3cccc(C(F)(F)F)c3)c(=O)n2c1 | 0%
Cc1ccc(C2CC(=O)n3nc(-c4ccc(F)cc4)nc3S2)cc1 (stereo not drawn) | -6%
Cc1ccccc1NC(=O)CSc1nc(-c2ccco2)nc2cc(=O)[nH]n12 | -14%
Cc1ccc(C(=O)N2CCN(Cc3cc(=O)n4nc(-c5ccccc5)sc4n3)CC2)cc1 | 4%
Cc1ccc(-n2nc(CO)c(C(=O)NCc3ccccn3)n2)cc1 | 1%
Cc1c(Nc2nc3ccccc3n3c(C)nnc23)cccc1C(=O)O | -10%
CNC(=O)CCCN1C(=O)c2cccnc2Sc2ccccc21 | -4%
COc1ccc(NC(=O)c2sc3nc[nH]c(=O)c3c2C)cc1Cl | -14%
CC(C)(C)c1ccc(S(=O)(=O)N2CCC(Oc3ccc(-n4cnnn4)cc3)CC2)cc1 | 2%
Cc1ccccc1NC(=O)C1CCN(C(=O)c2ccc(F)cc2)CC1 | -2%
Cc1ccc(Cl)cc1N1CCN(C(=O)CCSCc2ccccc2F)CC1 | 1%
CCc1ccc(NC(=O)Nc2cn(C)c(=O)c3ccccc23)cc1 | -3%
CCCN(CCC)C(=O)CSc1nnc2cc(C)c3ccccc3n12 | -2%
CC(C)(C)C1CCc2nc(NC(=O)Cc3ccc(Cl)cc3)sc2C1 (stereo not drawn) | -17%
Fc1cccc(CSc2ccc(-c3cccs3)nn2)c1 | 9.5µM*
CC(C)c1ccc(NC(=O)CN2C=NS(=O)(=O)c3ccccc32)cc1 | 0%
CCCCNC(=O)CCC1N=C2c3ccccc3N=C(SCC(=O)NCCc3ccc(OC)c(OC)c3)N2C1=O (stereo not drawn) | 2%
COc1cc2c(cc1OC)C(c1ccc(F)cc1)N(c1ccccc1)C(=O)C2 (stereo not drawn) | -6%
CCCCN(CC)CCCNC(=O)Nc1sc2nc3n(c(=O)c2c1C)CCC(C)CC3 (stereo not drawn) | -2%
CC1(c2ccccc2)CC(C)(C)N(C(=O)c2cccc(Cl)c2)c2ccccc21 (stereo not drawn) | -3%

Part of the list above in order of number of heavy atoms, highest first:
SMILES | FLuc counter
CCCCNC(=O)CCC1N=C2c3ccccc3N=C(SCC(=O)NCCc3ccc(OC)c(OC)c3)N2C1=O (stereo not drawn) | 2%
CC(C)(C)c1ccc(S(=O)(=O)N2CCC(Oc3ccc(-n4cnnn4)cc3)CC2)cc1 | 2%
COc1cc2c(cc1OC)C(c1ccc(F)cc1)N(c1ccccc1)C(=O)C2 (stereo not drawn) | -6%
CCCN(CCC)C(=O)CSc1nnc2cc(C)c3ccccc3n12 | -2%
CCc1ccc(NC(=O)Nc2cn(C)c(=O)c3ccccc23)cc1 | -3%
Fc1cccc(CSc2ccc(-c3cccs3)nn2)c1 | 9.5µM*

Next section:
SMILES | FLuc counter
COc1cccc(Nc2ccc3cc(S(=O)(=O)N4CCC(C)CC4)ccc3n2)c1 | -1%
COc1ccccc1NC(=O)c1cc2cc3ccc(OC)c(Cl)c3nc2s1 | -8%
COc1cccc(/C=C/c2nc(C#N)c(NCCc3ccccc3)o2)c1 | -20%
COc1ccc(NC(=O)C(NS(=O)(=O)c2cccc3nsnc23)c2ccccc2)cc1 (stereo not drawn) | -3%
COc1ccc(CCNC(c2ccc(F)cc2)c2nnc(-c3ccccc3Cl)o2)cc1OC (stereo not drawn) | -16%
Cc1ccc(NC(=O)CN(C)S(=O)(=O)c2ccc3c(c2)n(C)c(=O)c(=O)n3C)cc1C | -6%
COc1ccc(-n2ncc(C(=O)N3CCN(C(=O)c4ccco4)CC3)c2C2CCN(C(=O)OC(C)(C)C)CC2)cc1 | -1%
CC(C)n1c(SCC(=O)c2ccc(F)cc2)nc2c(sc3ccccc32)c1=O | -1%
CC(=O)Nc1nonc1-c1nnc(SCc2ccc(F)cc2Cl)n1C | 2%
O=C(CCC1CCCC1)N1CCc2c([nH]c3ccccc23)C1c1ccc(Cl)cc1 (stereo not drawn) | -6%
CCc1ccccc1NC(=O)C1CCN(c2nc3ccccc3[nH]2)CC1 | 6%
O=C(Nc1cccc(-c2nc3ccccc3o2)c1)c1ccc(-c2ccc(Br)cc2)o1 | u
CCc1ccc(-n2nc3cc(C)c(NC(=O)c4cc(Cl)ccc4OC)cc3n2)cc1 | -19%
O=C(CN1CCN(C2CCCCC2)C(=O)C1=O)Nc1ccc(Cl)cc1 | -2%
Cc1ccc(N2CC(NC(=O)CCCc3ccccc3)CC2=O)cc1 (stereo not drawn) | -11%
COc1ccccc1-c1nnc(C2CCN(C(=O)c3cccc(C)c3)CC2)o1 | 0%
CCC(=O)N1c2ccccc2CC1C(=O)NCCN1CCN(c2cccc(Cl)c2)CC1 (stereo not drawn) | -2%
COc1ccc2c(CC(=O)Nc3ccc(C)cc3)coc2c1 | -13%
O=C(C1CCN(S(=O)(=O)c2cccs2)CC1)N1CCN(c2ccccc2F)CC1 | -8%
O=C(c1ccccc1Cl)N1CCCCC1CCN1CCCCC1 (stereo not drawn) | -4%
COc1ccccc1NC(=O)c1cc2c([nH]c1=O)CC(C)(C)CC2=O | -14%
CCCSc1nc(-c2ccccc2)[nH]c1S(=O)(=O)c1ccc(C)cc1 | u
COc1ccc(Cl)cc1C1CC(=O)Nc2cc3c(cc21)OCCO3 (stereo not drawn) | -8%
COc1cc(OC)c(NC(=O)C2=C(C)C(=O)OC23CCCCC3)cc1Cl | 2%
COc1ccc(C2CC(=O)Nc3c2c(=O)[nH]c2nc4ccccc4n32)cc1OC (stereo not drawn) | 0%
Cc1ccc(C)c(NC(=O)C(C)n2c(=O)cc(C(F)(F)F)c3c(C)nn(C)c32)c1 (stereo not drawn) | -4%
CCc1ccc(NC(=O)CSc2nnc3[nH]c(=O)cc(-c4ccccc4)n23)cc1 | 1.5µM*
Cc1cccc(NC(=O)c2c(NC(=O)c3ccco3)sc3c2CCC(C)C3)c1 (stereo not drawn) | 4%
Cn1cc(C(=O)NCCc2ccc(Cl)cc2)c(=O)c2cc(S(=O)(=O)N3CCOCC3)ccc21 | -1%
CCOc1ccc(-n2c(SCC(=O)NC3CCCCC3)nc3c([nH]c4ccccc43)c2=O)cc1 | -1%
CCOc1ccc(CNCc2c(C(=O)O)n(Cc3ccc(OC)cc3)c3ccccc23)cc1 | -13%
Cc1coc2c(C)c3oc(=O)c(CC(=O)N4CCCCC4)c(C)c3cc12 | -8%
CCOc1ccccc1NC(=O)N1CCCn2nc(C)cc21 | 1%
Cc1ccc(C(=O)COC(=O)CCC(=O)Nc2ccc(Oc3cc(C)ccc3C(C)C)cc2)cc1 | -14%
CCOC(=O)c1cc(-c2ccc(F)cc2)n(CC(=O)NC2CCCCC2)c1C | 1%
CCOc1ccc2c(c1)NC(c1ccc(OCC)c(OCC)c1)=NC(c1ccc(F)cc1)=N2 | -17%
Cc1ccc(C)c(N2CCN(Cc3csc(C)c3)CC2)c1 | -6%

High-throughput results (PubChem)
